Screens from PubChem.
SRC2 inh: human SRC2 (NCOA2) inhibition; HEK293 GAL4-SRC2 luciferase reporter, luminescence; inhibition, % at 9 µM; 370,000 tested, 0.17% active;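 active = inhibition above the mean inhibition of all tested compounds plus 3 SD, set per campaign, cut at about 52% in these data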;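 note: 0% = DMSO treated cells and 100% = cells given Gossypol at 36 µM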
NOD2-RIPK2 inh: inhibitors of human NOD2-RIPK2 interaction; inhibition, % at 4.98 µM; CHO BLA complementation NOD2-RIPK2, CCF4 ratio; 360,000 tested, 0.38% active; O43353; in the data active = inhibition above about 21%;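 note: 0% = vehicle only and 100% = reference blocker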
Target sequence (O43353 whole entry, looked up): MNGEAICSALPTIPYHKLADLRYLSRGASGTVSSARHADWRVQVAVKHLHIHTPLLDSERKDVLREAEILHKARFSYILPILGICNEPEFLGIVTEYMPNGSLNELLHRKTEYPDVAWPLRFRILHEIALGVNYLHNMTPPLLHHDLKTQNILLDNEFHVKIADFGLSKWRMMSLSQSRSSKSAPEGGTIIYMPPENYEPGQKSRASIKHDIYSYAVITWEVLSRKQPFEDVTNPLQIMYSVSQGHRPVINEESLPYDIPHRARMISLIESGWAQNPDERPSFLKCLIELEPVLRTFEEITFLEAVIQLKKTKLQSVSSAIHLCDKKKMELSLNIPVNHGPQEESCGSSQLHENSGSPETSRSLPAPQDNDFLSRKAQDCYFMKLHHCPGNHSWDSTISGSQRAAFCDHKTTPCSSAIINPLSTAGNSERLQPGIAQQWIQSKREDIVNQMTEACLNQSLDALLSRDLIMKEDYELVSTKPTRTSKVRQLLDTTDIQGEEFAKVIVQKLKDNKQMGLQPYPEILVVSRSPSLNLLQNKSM
MC4R ag barr: human MC4R agonism via beta-arrestin | P32245 | U2OS MC4R beta-arrestin complementation, luminescence; percent of melanotan II response, DMSO zero | activation, % at 8.9 µM | 360,000 tested, 0.98% active | AID 540308;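 active = activation above a per-plate cutoff, the mean activation of sample wells on that plate plus 3 SD, cut at about 8% in these data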
LMP1 NFkB inh: Epstein-Barr LMP1 NF-kappaB reporter inhibition. LMP1-induced NF-kappaB luciferase reporter cells, luminescence. inhibition, % at 12.5 µM. 350,000 tested, 0.69% active. AID 504558; in the data active = inhibition above about 41%;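 note: 0% = neutral control wells and 100% = reference inhibitor control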
NR5A2 inv ag: NR5A2 inverse agonism in reporter assay. O00482. HEK293T StAR-luciferase reporter, LRH-1 transfected, 24 h. inhibition, % at 3.6 µM. 360,000 tested, 0.13% active;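 active = inhibition above the mean inhibition of all tested compounds plus 3 SD, cut at about 73% in these data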;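 note: 0% = DMSO wells and 100% = reporter-only cells lacking LRH-1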
Target sequence (O00482 whole entry, looked up): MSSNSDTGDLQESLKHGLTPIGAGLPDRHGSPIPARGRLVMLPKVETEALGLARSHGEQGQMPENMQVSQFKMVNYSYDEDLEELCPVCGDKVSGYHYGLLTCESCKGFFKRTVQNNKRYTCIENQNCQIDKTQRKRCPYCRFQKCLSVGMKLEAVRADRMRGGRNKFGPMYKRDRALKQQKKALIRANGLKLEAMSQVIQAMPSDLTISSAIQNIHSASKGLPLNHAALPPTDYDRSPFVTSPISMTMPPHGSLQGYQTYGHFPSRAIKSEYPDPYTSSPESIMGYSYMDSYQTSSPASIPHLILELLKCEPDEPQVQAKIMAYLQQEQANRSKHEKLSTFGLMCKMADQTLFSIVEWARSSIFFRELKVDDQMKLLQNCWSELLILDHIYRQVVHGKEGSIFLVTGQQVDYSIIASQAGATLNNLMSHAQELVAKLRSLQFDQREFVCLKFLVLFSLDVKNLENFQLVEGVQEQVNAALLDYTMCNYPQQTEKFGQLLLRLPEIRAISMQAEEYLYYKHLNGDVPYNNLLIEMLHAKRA
MC4R antag cAMP: human MC4R antagonism in cAMP assay; P32245; inhibition, % at 6.5 µM; 360,000 tested, 0.48% active; MC4R-expressing cells, MTII-stimulated cAMP, LANCE TR-FRET;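 active = inhibition above its plate's cutoff, the mean of tested wells on that plate plus 3 SD, cut at about 29% in these data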;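 note: 0% = Melanotan II alone and 100% = Melanotan II plus saturating MCL0020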
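System: U2OS-MC4R stable cell line; Technique: Eu-cAMP/anti-cAMP TR-FRET, emission 671 nm; Repeats: single well per compound; Also added: Melanotan II; Dosing: one concentration, 6.5 µM nominal; Schedule: 30-min compound, 1-h challenge, 1-h detection, room temperature.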
TLR9-MyD88 block: blocks human TLR9 binding to MyD88; Q9NR96+Q99836; CHO BLA complementation TLR9-MyD88, CCF4 FRET ratio; inhibition, % at 4.98 µM; 340,000 tested, 0.21% active; AID 504734;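 active = inhibition above the mean over all tested compounds plus 3 SD, cut at about 21% in these data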;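 note: 0% = DMSO only wells and 100% = clavulanate BLA inhibitor control wells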
NCOA1 inh: inhibits human SRC1 coactivator. Q15788. HEK293 GAL4-SRC1 luciferase reporter, luminescence. inhibition, % at 3.6 µM. 360,000 tested, 0.12% active. AID 588354;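 active = inhibition above the campaign mean plus 3 SD, with each screening campaign given its own cutoff, cut at about 60% in these data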;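 note: 0% = DMSO treated cells and 100% = gossypol at 36 µM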
ABHD5 PLIN5 PPI: ABHD5-PLIN5 protein interaction inhibition | Q00G26+Q8WTS1 | 360,000 tested, 0.78% active | inhibition, % at 4 µM | Split G. princeps luciferase complementation, luminescence, 4 h;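 active = inhibition above the mean inhibition across every tested compound plus 3 SD, cut at about 22% in these data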;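 note: 0% = DMSO only wells and the 100% control is not disclosed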
COUP-TFII inh: inhibitors of human COUP-TFII (NR2F2); P24468; 370,000 tested, 0.7% active; HEK293T NGFI-A luciferase reporter, luminescence; inhibition, % at 8.6 µM; AID 686940;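 active = inhibition above a per-plate cutoff, mean inhibition of test wells between control levels plus 3 SD, cut at about 38% in these data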;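 note: cells cotransfected with COUP-TFII expression vector driving the NGFI-A reporter; 0% = median of COUP-TF2 test wells and 100% = reporter-only cells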
NCOA3 inh: human NCOA3 inhibition; inhibition, % at 3.6 µM; 360,000 tested, 0.17% active; HEK293 GAL4-SRC3 luciferase reporter, luminescence; Q9Y6Q9;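 active = inhibition above a per-campaign cutoff, the mean of all compounds plus 3 SD, cut at about 60% in these data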;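 note: 0% = DMSO-treated cells and 100% = gossypol-treated cells at 36 µM; higher means less SRC3-driven luciferase light from the GAL4 reporter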
Starred values were filed as active, the others as inactive.

Screening Cc1ccc(O)c(C(=O)c2cnn(-c3ccc(S(=O)(=O)N4CCOCC4)cc3[N+](=O)[O-])c2)c1 returned SRC2 inh 8, NOD2-RIPK2 inh -1, MC4R ag barr -0.8, LMP1 NFkB inh 1, NR5A2 inv ag -2, MC4R antag cAMP 21, TLR9-MyD88 block -8, NCOA1 inh -4, ABHD5 PLIN5 PPI -2, COUP-TFII inh 6 and NCOA3 inh 15.
Screening COC(=O)c1ccc(CNC(=O)c2ccc(S(=O)(=O)N(C)c3ccccc3OC)cc2)cc1 returned SRC2 inh 22, NOD2-RIPK2 inh -1, MC4R ag barr -0.7, LMP1 NFkB inh -12, NR5A2 inv ag -10, MC4R antag cAMP 8, TLR9-MyD88 block -12, NCOA1 inh 4, ABHD5 PLIN5 PPI -9, COUP-TFII inh 20 and NCOA3 inh 4.
For O=C1N[C@@H](Cc2ccccc2)COC(=O)[C@@H](Cc2ccc(F)cc2)CC/C=C/C[C@H]1CC(=O)N(CCO)Cc1ccccc1 the results were SRC2 inh 5, NOD2-RIPK2 inh 5, MC4R ag barr -0.4, LMP1 NFkB inh -4, NR5A2 inv ag -4, MC4R antag cAMP 6, TLR9-MyD88 block -14, NCOA1 inh 8, ABHD5 PLIN5 PPI -4, COUP-TFII inh 1 and NCOA3 inh 4.
`Cc1nn(C(CC(=O)O)C(=O)O)c(C)c1Br` (stereo unspecified) gave SRC2 inh 2, NOD2-RIPK2 inh -18, MC4R ag barr -0.7, LMP1 NFkB inh -7, NR5A2 inv ag -11, MC4R antag cAMP -6, TLR9-MyD88 block -7, NCOA1 inh 15, ABHD5 PLIN5 PPI -3, COUP-TFII inh 1 and NCOA3 inh 16.
O=S1(=O)N=C(Nc2nc3c(s2)CCCC3)c2ccccc21 was read as SRC2 inh -67, NOD2-RIPK2 inh 2, MC4R ag barr 0.8, LMP1 NFkB inh 0, NR5A2 inv ag -125, MC4R antag cAMP -1, TLR9-MyD88 block -1, NCOA1 inh -107, ABHD5 PLIN5 PPI 6, COUP-TFII inh -32 and NCOA3 inh -88.
Screening O=C(Nc1ccc(Cl)cc1)c1nc[nH]c1C(=O)N1CCN(c2ccccc2)CC1 returned SRC2 inh 0, NOD2-RIPK2 inh -10, MC4R ag barr 2.0, LMP1 NFkB inh 10, NR5A2 inv ag -3, MC4R antag cAMP -3, TLR9-MyD88 block 1, NCOA1 inh 11, ABHD5 PLIN5 PPI 3, COUP-TFII inh 1 and NCOA3 inh -12.
`O=C(Nc1ccccc1)Nc1cccn(Cc2c(F)cccc2Cl)c1=O` gave SRC2 inh -15, NOD2-RIPK2 inh -3, MC4R ag barr 4.0, LMP1 NFkB inh -11, NR5A2 inv ag -62, MC4R antag cAMP 6, TLR9-MyD88 block -2, NCOA1 inh -43, ABHD5 PLIN5 PPI -19, COUP-TFII inh 0 and NCOA3 inh -35.
Cc1csc(C(C#N)C(=O)c2ccc(S(=O)(=O)N3CCCC3)cc2)n1 (stereo unspecified) was read as SRC2 inh 6, NOD2-RIPK2 inh 0, MC4R ag barr -2.0, LMP1 NFkB inh -1, NR5A2 inv ag 26, MC4R antag cAMP 4, TLR9-MyD88 block 3, NCOA1 inh -6, ABHD5 PLIN5 PPI -2, COUP-TFII inh -3 and NCOA3 inh 7.
`O=C(CN1C2=NCCCN2c2ccccc21)c1ccc(Br)s1` gave SRC2 inh 19, NOD2-RIPK2 inh 11, MC4R ag barr 0.8, LMP1 NFkB inh 1, NR5A2 inv ag -5, MC4R antag cAMP -3, TLR9-MyD88 block 0, NCOA1 inh -16, ABHD5 PLIN5 PPI 6, COUP-TFII inh -14 and NCOA3 inh 5.
Screening COc1ccc(/C=N/NS(=O)(=O)c2ccc(C)cc2)cc1OC(=O)c1ccc(C)cc1 returned SRC2 inh -1, NOD2-RIPK2 inh 11, MC4R ag barr 0.4, LMP1 NFkB inh 0, NR5A2 inv ag -1, MC4R antag cAMP 3, TLR9-MyD88 block 10, NCOA1 inh -10, ABHD5 PLIN5 PPI 16, COUP-TFII inh 4 and NCOA3 inh 0.
For CCCCCCCCCc1conc1C(=O)CP(=O)(OC)OC the results were SRC2 inh -3, NOD2-RIPK2 inh -8, NR5A2 inv ag 16, ABHD5 PLIN5 PPI 1 and COUP-TFII inh 14.
For COc1ccc(NC(=O)C2C3C=CC(C3)C2C(=O)NCc2ccco2)cc1 (stereo unspecified) the results were SRC2 inh -7, NOD2-RIPK2 inh -15, MC4R ag barr -0.7, LMP1 NFkB inh -4, NR5A2 inv ag -22, MC4R antag cAMP 1, TLR9-MyD88 block -3, NCOA1 inh -12, ABHD5 PLIN5 PPI 7, COUP-TFII inh 24 and NCOA3 inh 1.
COc1ccc(C2/C=C\CN(C(=O)C3CC3)[C@H](Cc3ccccc3)C(=O)N2Cc2ccc(F)cc2)cc1 (stereo partly specified) was read as NOD2-RIPK2 inh 7, MC4R ag barr 0.9, LMP1 NFkB inh -1, NR5A2 inv ag -2, MC4R antag cAMP 1, TLR9-MyD88 block -4, NCOA1 inh -63, ABHD5 PLIN5 PPI 1 and NCOA3 inh -8.
Screening COc1ccccc1C(=O)Nc1nnc(CCc2ccccc2)s1 returned SRC2 inh 6, NOD2-RIPK2 inh 0, MC4R ag barr -0.3, LMP1 NFkB inh 8, NR5A2 inv ag 10, MC4R antag cAMP -17, TLR9-MyD88 block 3, NCOA1 inh 2, ABHD5 PLIN5 PPI 9, COUP-TFII inh 2 and NCOA3 inh -15.
`CSc1nc(-c2ccccc2)cc(C)c1C#N` gave SRC2 inh 11, NOD2-RIPK2 inh -7, MC4R ag barr -1.6, LMP1 NFkB inh 3, NR5A2 inv ag 22, MC4R antag cAMP -9, TLR9-MyD88 block 5, NCOA1 inh -2, ABHD5 PLIN5 PPI -2, COUP-TFII inh 1 and NCOA3 inh 1.
Screening CCc1ccc[n+](-c2nc([O-])sc2C=O)c1 returned SRC2 inh -14, NOD2-RIPK2 inh 1, MC4R ag barr -3.0, LMP1 NFkB inh 2, NR5A2 inv ag 2, MC4R antag cAMP 3, TLR9-MyD88 block 0, NCOA1 inh -15, ABHD5 PLIN5 PPI -6, COUP-TFII inh 1 and NCOA3 inh -3.
For COc1ccc(NC(=O)NC2CCN(C(C)C)CC2)c(OC)c1 the results were SRC2 inh 1, NOD2-RIPK2 inh -12, MC4R ag barr -2.5, LMP1 NFkB inh 3, NR5A2 inv ag 11, MC4R antag cAMP -2, TLR9-MyD88 block -7, NCOA1 inh -2, ABHD5 PLIN5 PPI 8, COUP-TFII inh 13 and NCOA3 inh 24.
`CCn1c(=O)cc(N2CCCCC2)[nH]c1=O` gave SRC2 inh 5, NOD2-RIPK2 inh 4, MC4R ag barr -2.0, LMP1 NFkB inh 3, NR5A2 inv ag -10, MC4R antag cAMP -3, TLR9-MyD88 block 1, NCOA1 inh -2, ABHD5 PLIN5 PPI -4, COUP-TFII inh 1 and NCOA3 inh 9.
For O=C(Nc1ccccn1)c1sc2cccc(F)c2c1Cl the results were SRC2 inh -60, NOD2-RIPK2 inh -5, MC4R ag barr -1.2, LMP1 NFkB inh -6, NR5A2 inv ag -131, MC4R antag cAMP 22, TLR9-MyD88 block -4, NCOA1 inh -120, ABHD5 PLIN5 PPI -1, COUP-TFII inh -53 and NCOA3 inh -102.
Screening CCC(=O)N1c2ccc(S(=O)(=O)NCCc3ccccc3)cc2CC1C (stereo unspecified) returned SRC2 inh 23, NOD2-RIPK2 inh 3, MC4R ag barr -3.2, LMP1 NFkB inh 1, NR5A2 inv ag -3, MC4R antag cAMP 4, TLR9-MyD88 block -5, NCOA1 inh -32, ABHD5 PLIN5 PPI 1, COUP-TFII inh 1 and NCOA3 inh -11.
Cc1nc(SCc2nc3c(O)cccc3[nH]2)c2oc3ccccc3c2n1 was read as SRC2 inh 4, NOD2-RIPK2 inh -9, MC4R ag barr 0.5, LMP1 NFkB inh 8, NR5A2 inv ag 10, MC4R antag cAMP 0, TLR9-MyD88 block 7, NCOA1 inh -7, ABHD5 PLIN5 PPI 12, COUP-TFII inh -21 and NCOA3 inh -22.
Screening Cc1ccc(C)c(N2CCN(C(=O)CCc3nc(-c4ccccc4Br)no3)CC2)c1 returned SRC2 inh -20, NOD2-RIPK2 inh -17, MC4R ag barr 0.7, LMP1 NFkB inh -14, NR5A2 inv ag -28, MC4R antag cAMP -2, TLR9-MyD88 block -3, NCOA1 inh -21, ABHD5 PLIN5 PPI -6, COUP-TFII inh -12 and NCOA3 inh -21.
For CC(=O)c1cc(C#N)c(NCc2cc(-c3ccccc3)no2)nc1C the results were SRC2 inh -5, NOD2-RIPK2 inh -3, MC4R ag barr 0.2, LMP1 NFkB inh -16, NR5A2 inv ag 14, MC4R antag cAMP 6, TLR9-MyD88 block -3, NCOA1 inh 6, ABHD5 PLIN5 PPI -2, COUP-TFII inh -9 and NCOA3 inh -1.
O=C(COC(=O)c1cc(=O)[nH]c2ccccc12)NCc1cccc(Cl)c1 was read as SRC2 inh -8, NOD2-RIPK2 inh -8, MC4R ag barr -0.7, LMP1 NFkB inh 0, NR5A2 inv ag -5, MC4R antag cAMP 10, TLR9-MyD88 block -20, NCOA1 inh -13, ABHD5 PLIN5 PPI 4, COUP-TFII inh 8 and NCOA3 inh -6.
Screening O=C(COC(=O)Cc1ccsc1)NCc1ccc(Cl)cc1 returned SRC2 inh 0, NOD2-RIPK2 inh 3, MC4R ag barr -1.0, LMP1 NFkB inh -6, NR5A2 inv ag -2, MC4R antag cAMP 4, TLR9-MyD88 block 1, NCOA1 inh -3, ABHD5 PLIN5 PPI -3, COUP-TFII inh 8 and NCOA3 inh 15.
For O=C(Cn1nc(C(F)F)cc1C1CC1)NCCC1=CCCCC1 the results were SRC2 inh 24, NOD2-RIPK2 inh 2, MC4R ag barr -0.9, LMP1 NFkB inh -11, NR5A2 inv ag 11, MC4R antag cAMP -1, TLR9-MyD88 block 7, NCOA1 inh 2, ABHD5 PLIN5 PPI -2, COUP-TFII inh -1 and NCOA3 inh 25.
For CC1CCC(NC(=O)CCS(=O)(=O)c2ccc3c(c2)NC(=O)CS3)CC1 (stereo unspecified) the results were SRC2 inh -3, NOD2-RIPK2 inh -5, MC4R ag barr -0.3, LMP1 NFkB inh -1, NR5A2 inv ag -9, MC4R antag cAMP 2, TLR9-MyD88 block -7, NCOA1 inh -67, ABHD5 PLIN5 PPI 9, COUP-TFII inh -19 and NCOA3 inh 13.
O=C(O)Cn1c(SCCOc2ccccc2)nc2ccccc21 was read as SRC2 inh -8, NOD2-RIPK2 inh 1, MC4R ag barr -0.2, LMP1 NFkB inh 2, NR5A2 inv ag -9, MC4R antag cAMP 2, TLR9-MyD88 block 2, NCOA1 inh -1, ABHD5 PLIN5 PPI 1, COUP-TFII inh -8 and NCOA3 inh 8.

The list is partial. The share of hits here may be higher or lower than overall.
